SUMO Mot1 rescue – inhibitors of SUMOylation pathway: yeast Mot1-301 growth rescue; 320,000 compounds, 1% hits; S. cerevisiae Mot1-301 growth rescue, ATP luminescence, 38.5C; percent above DMSO median, 100 means doubled; growth rescue, % at 18.8 µM; AID 2716;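 active means every valid replicate shows activation above 250% relative to neutral control wells; inactive means the rest, any valid replicate at or below 250%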;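 further: OY570 slx delta 5 strain wells were the positive control but not used for scaling; some compounds called inactive have numbers as strong as hits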
MOR-DOR ag – OPRM1-OPRD1 heterodimerization agonism; 340,000 compounds, 0.3% hits; cells, luminescence; activation, % at 9.3 µM; AID 504326; P35372+P41143; in the data active means activation above about 18%;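 further: 0% = vehicle-treated cells and 100% = reference agonist; values of inactives mirror those of a sister screen read the other way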
E coli growth – reduces bacterial viability in AddAB counter-screen; E. coli V3065 growth, OD600 absorbance, 18 h; inhibition, % at 11.9 µM; 330,000 compounds, 0.27% hits; AID 449728;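 active means inhibition above the campaign's mean inhibition across all tested compounds plus 3 SD, cut at about 9.9% in these data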;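 further: uninfected addAB+ strain grown without phage in ampicillin broth; 0% = DMSO wells and 100% = ciprofloxacin 0.95 µg/ml wells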
phage Ecoli inh – E. coli growth loss with phage present | growth absorbance | inhibition, % at 11.9 µM | 360,000 compounds, 0.26% hits | AID 651602; in the data active means inhibition above about 11%
HTR5A inv ctr – HTR5A inverse agonism, opioid heterodimer counter-screen. 340,000 compounds, 0.083% hits. inhibition, % at 9.3 µM. AID 504634. HTR5A cell line, luminescence. P47898; in the data active means inhibition mostly above about 23%, no sharp cut-off; inactive means mostly below about 18%;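 further: 0% = cells with DMSO and 100% = no-cell wells with DMSO; some compounds called inactive have numbers as strong as hits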
Target sequence (P47898 whole entry, looked up): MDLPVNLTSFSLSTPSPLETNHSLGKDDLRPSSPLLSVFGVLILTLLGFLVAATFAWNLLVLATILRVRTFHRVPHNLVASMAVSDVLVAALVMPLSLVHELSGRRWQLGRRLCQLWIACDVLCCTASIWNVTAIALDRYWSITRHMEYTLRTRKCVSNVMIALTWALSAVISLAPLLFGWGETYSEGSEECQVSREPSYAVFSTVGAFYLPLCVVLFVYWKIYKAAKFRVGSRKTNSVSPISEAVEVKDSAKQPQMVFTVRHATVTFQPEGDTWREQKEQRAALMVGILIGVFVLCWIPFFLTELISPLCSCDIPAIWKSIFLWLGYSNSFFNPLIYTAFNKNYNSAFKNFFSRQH
PKA-R1A act – activators of PKA-R1A complex; P00514+P68181; PKA-R1A dissociation, Cy5-IP20 fluorescence polarization; scaled: DMSO 0%, 113 µM cGMP 100%; activation, % at 11.4 µM; 340,000 compounds, 0.083% hits;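 active means percent activation above the mean of all tested compounds plus 3 SD, cut at about 19% in these data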;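 further: higher means more PKAc released from R1A so a rise in polarization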
PKA-R2B act – activates the human PKA-R2B holoenzyme complex | P22694+P31323 | PKA-R2B holoenzyme dissociation, Cy5-IP20 fluorescence polarization; R2B truncated from residue 108, S112A mutant; 0% DMSO only, 100% 113 µM cGMP | activation, % at 11.4 µM | 340,000 compounds, 0.079% hits | AID 504700;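 active means activation above a cutoff set at the mean over all compounds plus 3 SD, cut at about 18% in these data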;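 further: higher means more holoenzyme dissociation and a rise in polarization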
Target sequence (P31323 whole entry, looked up, other chains not shown, the tested form may be a part): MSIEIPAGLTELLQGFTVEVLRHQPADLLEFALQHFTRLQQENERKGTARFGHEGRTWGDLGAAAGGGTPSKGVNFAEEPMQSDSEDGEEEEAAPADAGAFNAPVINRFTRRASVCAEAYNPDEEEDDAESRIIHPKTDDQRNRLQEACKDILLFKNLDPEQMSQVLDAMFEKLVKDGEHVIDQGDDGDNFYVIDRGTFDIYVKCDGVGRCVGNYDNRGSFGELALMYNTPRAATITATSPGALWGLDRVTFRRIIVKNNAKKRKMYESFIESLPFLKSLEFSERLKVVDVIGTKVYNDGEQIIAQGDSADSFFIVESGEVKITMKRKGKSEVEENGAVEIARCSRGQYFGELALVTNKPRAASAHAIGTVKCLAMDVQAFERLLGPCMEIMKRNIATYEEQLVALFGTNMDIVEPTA
PfHsp90 yeast 2 – inhibits growth of yeast expressing Plasmodium falciparum Hsp90. inhibition, % at 9.4 µM. AID 504621. S. cerevisiae expressing PfHsp90, BacTiter-Glo ATP, 48 h; yeast lacking PDR1 and PDR3 efflux regulators. 310,000 compounds, 0.32% hits;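 active means every replicate shows inhibition above about 80%, whatever the replicate mean, limit read from the data; inconclusive means mean inhibition reaches the set limit but some replicate falls short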;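 further: 0% = DMSO neutral controls and 100% = 20 µM radicicol positive controls; yeast relying on Plasmodium falciparum Hsp90 in place of its own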
OPRM1-OPRD1 inv – mu-delta opioid heterodimer inverse agonism; P35372+P41143; cell-based MOR-DOR heterodimer luminescence; inhibition, % at 9.3 µM; 340,000 compounds, 0.21% hits; AID 504357; in the data active means inhibition above about 22%, passing the limit was not always enough;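 further: 0% = cells with DMSO and 100% = wells without cells with DMSO; values of inactives mirror those of a sister screen read the other way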
AddAB inh – less growth of phage-infected E. coli with AddAB; inhibition, % at 11.9 µM; 330,000 compounds, 0.29% hits; E. coli expressing H. pylori AddAB, absorbance growth; in the data active means inhibition above about 12%;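 further: 0% = vehicle wells of infected cells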
Tat transport – E. coli Tat transport inhibition. E. coli MC4100 TorA-mCherry Tat export, fluorescence. inhibition, % at 10 µM. 340,000 compounds, 0.036% hits;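 active means mean replicate inhibition at least 50% and at least half of replicates individually reaching 50%; inconclusive means only one of the two criteria met; inactive means neither criterion met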;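 further: exported cargo escapes ClpAP degradation while cytoplasmic cargo is degraded and loses fluorescence; 0% = median of neutral control wells and 100% = median of NaSCN control wells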
An asterisk follows results filed as active; ? = inconclusive; · = no result given.

SMILES	SUMO Mot1 rescue	MOR-DOR ag	E coli growth	phage Ecoli inh	HTR5A inv ctr	PKA-R1A act	PKA-R2B act	PfHsp90 yeast 2	OPRM1-OPRD1 inv	AddAB inh	Tat transport
CCCNC(=O)Nc1ccc(C(F)(F)F)cc1	12	-3.1	5.4	8.7	-5	10	3	-1	15	3.8	-3
Cc1ccc(CN2C(=NC(=O)CCC(=O)O)SC3CS(=O)(=O)CC32)cc1 (stereo not given)	-11	-1.1	-0.3	1.1	8	2	-5	1	6	0.6	-5
O=C(CCN1C(=O)C2C3C=CC(C3)C2C1=O)Nc1ccc2ncccc2c1 (stereo not given)	-8	0.2	1.7	4.0	4	0	-8	-2	-1	-2.1	-3
COc1cc2c(C(=O)O)c(C)n(C)c2c2ccccc12	36	-1.0	0.3	1.5	-7	-5	-4	-2	6	1.7	-5
COc1ccc(C(O)C(CC(=O)NCCCOC(C)C)C(=O)NCCCOC(C)C)cc1OC (stereo not given)	12	-2.2	-0.7	4.3	-1	2	1	-11	12	1.0	-1
COC(=O)Cc1n[nH]c(=O)c2ccccc12	-9	-2.5	0.8	4.3	14	-8	-6	-12	14	3.1	-2
COC(=O)c1ccc2c(=O)[nH]c(CSc3nnc(C(F)(F)F)n3C)nc2c1	4	-3.1	-1.2	3.2	9	-8	-13	10	15	1.3	0
O=C(NCCN1CCOCC1)c1ccc2c(c1)N(Cc1c(F)cccc1Cl)C(=O)c1ccccc1S2	-14	1.8	-1.1	2.9	4	0	-1	0	-13	-2.1	14
Cc1cc([N+](=O)[O-])ccc1NCc1ccc2ccccc2c1	-12	2.0	-0.4	0.6	6	-7	2	33	-11	-0.2	-7
CSCC(=O)N1CCC(n2nccc2NC(=O)CCc2ccccc2)CC1	8	0.6	-0.9	-0.1	9	7	-7	-11	-3	0.7	2
CCCCN(C(=O)c1[nH]c(C)c(C(=O)OCC)c1C)c1c(N)n(CCCC)c(=O)[nH]c1=O	-6	-1.6	0.3	0.7	6	-10	7	-23	10	-1.6	1
O=C(CSc1ccccn1)N1CCN(c2cccc(Cl)c2)CC1	-14	-0.3	-0.9	2.8	-14	2	1	14	1	0.2	-9
O=C(NCCCN1CCOCC1)c1ccc2ccccc2c1	8	-2.4	0.1	2.1	-19	-6	-11	-4	13	4.7	-3
CC(=NCCc1ccccc1)C1=C(O)COC1=O	-6	-2.3	2.1	2.8	-1	2	-7	5	10	3.2	-7
CCOc1ccc(NC(=O)CN(C)CC(=O)Nc2ccc(Br)cc2F)cc1OCC	-2	1.7	-1.3	-1.2	21	-1	-2	·	-8	0.2	7
NNc1cccc(C=Cc2ccccc2)cc1=O	·	4.8	·	-0.9	-2	0	-6	17	-23	·	4
CC1CN(C(=O)c2ccc(-c3cccc(C(F)(F)F)c3)o2)CC(C)O1 (stereo not given)	4	1.4	2.4	-0.1	-8	-9	-6	·	-9	0.9	7
COc1ccc2nc(-c3ccccc3)cc(C(=O)N3CCC3)c2c1	7	-3.2	1.6	6.4	-35	3	-10	-27	13	1.0	-2
C=CCNC(=O)N1C2=NC(C(=O)OC)=C(C(=O)OC)[C@@H]3N(Cc4ccccc4)c4ccccc4[C@]23C[C@H]1C(=O)OC	5	4.4	-2.1	2.5	-37	3	4	·	-24	0.5	-3
O=C(NCCc1ccccc1)c1c[nH]c2ccc(F)cc2c1=O	·	-1.1	·	2.0	-9	0	2	10	5	·	-8
CCN(CC)P(=O)(Nc1cccc(C(F)(F)F)c1)c1ccc(N(C)C)cc1NC(=O)c1ccco1 (stereo not given)	14	3.8	1.4	0.1	9	5	-9	-37	-20	1.6	-7
Clc1ccc2nc(CN3CCCCCC3)cn2c1	-13	-3.1	-2.2	0.2	-4	-17	-2	-9	13	-4.9	-2
O=C(CCc1ccc(S(=O)(=O)NCc2ccccc2)cc1)NCC1CCCO1 (stereo not given)	-20	-2.8	-0.7	0.1	28	3	2	6	14	5.3	-5
O=C(Cn1c(C(=O)NCCCN2CCOCC2)cc2sccc21)c1ccccc1	-14	3.1	-1.2	1.8	-2	3	16	·	-18	0.3	-11
CCc1ccccc1NC(=O)CCCN1C(=O)C2CC=CCC2C1=O (stereo not given)	119	-0.7	3.4	1.8	11	11	-4	4	4	-1.4	-5
O=C(NCCCc1ccccc1)c1cccc(NC(=O)C2CCC2)c1	·	-1.7	·	2.9	-11	4	6	10	8	·	6
CN1CCN(CCCNC(=O)c2ccc3c(c2)N(Cc2ccccc2)CCS3)CC1	-26	-2.0	-1.5	1.7	10	0	0	-21	10	5.1	-1
Cn1c(=O)n(C)c2cc(NS(=O)(=O)c3ccc(Cl)s3)ccc21	-5	-1.3	0.6	5.0	7	-11	-11	-3	6	-0.7	-4
Cn1ccnc1C(OC(=O)c1ccccc1)C(F)(F)F (stereo not given)	110	-2.1	0.1	0.0	-15	8	-1	-25	10	0.8	2
Fc1ccc(NC(=S)N2CCc3[nH]c4ccccc4c3C2)cc1	17	-0.1	3.0	-0.5	16	-18	-8	-2	0	0.4	-6
CCCn1c(=C(C#N)C#N)s/c(=C2\C=Cc3ccccc3N2CC)c1=O	·	-3.7	·	0.5	-4	-4	1	-10	16	·	5
CCOc1cc(C(=S)N2CCCC2)ccc1OCC(=O)Nc1c(C)cc(C)cc1C	-16	-4.0	-0.5	2.1	0	-13	-3	-6	23	-0.2	15
CCOC(=O)C1(Cc2cccc(Cl)c2)CCCN(C(=O)c2ccnn2C)C1 (stereo not given)	63	-4.5	2.6	1.5	7	0	4	2	23	4.5	6
CCc1ccc(NC(=O)C2CCCN(S(=O)(=O)c3ccc4[nH]c(=O)ccc4c3)C2)cc1 (stereo not given)	1	0.8	-0.8	3.3	3	-5	-4	4	-4	2.7	-5
CN1CCN(NC(=O)c2cccc3ccccc23)CC1	-5	-1.4	2.6	3.6	2	9	0	-25	7	0.0	-4
Cc1ccc(CNCc2cccnc2)s1	-6	1.3	0.2	3.9	-10	-10	-1	6	-7	5.0	5
CCN(CC)S(=O)(=O)N1CCC(C(=O)NC2CCCC2)CC1	69	-2.3	1.0	2.6	-2	-7	4	-4	12	-0.2	?
Cc1onc(-c2ccccc2)c1C(=O)N1CCCc2ccccc21	1	-1.4	-0.7	1.5	-9	-3	-2	-43	8	1.8	0
CC(Oc1ccc2oc3ccccc3c2c1)C(=O)NC12CC3CC(CC(C3)C1)C2 (stereo not given)	-8	-1.0	0.2	1.9	14	-3	-4	4	5	2.6	3
Cc1cc(C(=O)O)cc(S(=O)(=O)Nc2ccccc2C(=O)NC2CC2)c1C	·	-0.8	·	1.8	6	0	7	17	5	·	-13
COc1ccc(-c2csc(C3=C(O)CN(C(C)C)C3=N)n2)cc1OC	2	-0.8	-0.6	5.2	16	8	3	8	4	1.2	17
CCOc1ccc(NC(=O)c2ccc(-n3cccn3)nc2)cc1	-37	-1.8	1.5	4.5	4	-2	-8	32	10	3.1	-8
Cc1ccc(NC(=O)NNC(=O)c2cccs2)cc1	243	-2.9	-1.5	0.7	0	-3	-9	27	15	0.5	3
Cc1ccc(C(C(=O)NC(C)(C)C)N(Cc2cccs2)C(=O)c2csnn2)cc1 (stereo not given)	-10	-1.3	-1.0	1.6	-11	4	7	-8	8	-0.8	4
Cc1ccc(OCC(=O)Nc2ccc(C)c(F)c2)c([N+](=O)[O-])n1	·	-3.0	·	3.8	17	4	-14	·	15	·	-1
CN1C(=O)C(C)(C)c2cc(S(=O)(=O)NCC3CCC(C(=O)NC4CCCCC4)CC3)ccc21 (stereo not given)	-3	1.3	0.6	2.4	-3	-1	13	-11	-7	0.1	-3
CCCOc1ccc(N2C(=O)CC(N(CCc3ccc(OC)c(OC)c3)C(=O)c3ccccc3)C2=O)cc1 (stereo not given)	-12	-2.3	0.6	0.8	-16	-15	4	5	12	2.0	-2
COCCNC(C(=O)Nc1ccc(C)cc1[N+](=O)[O-])c1ccccc1 (stereo not given)	33	-1.9	-1.4	3.6	4	-8	-6	3	9	-1.9	5

Given with two lines to a compound: eleven of the compounds above.
Every second line gives: SUMO Mot1 rescue, MOR-DOR ag, E coli growth, phage Ecoli inh, HTR5A inv ctr, PKA-R1A act, PKA-R2B act, PfHsp90 yeast 2, OPRM1-OPRD1 inv, AddAB inh, Tat transport
- Cc1onc(-c2ccccc2)c1C(=O)N1CCCc2ccccc21
    1, -1.4, -0.7, 1.5, -9, -3, -2, -43, 8, 1.8, 0
- CC(Oc1ccc2oc3ccccc3c2c1)C(=O)NC12CC3CC(CC(C3)C1)C2 (stereo not given)
    -8, -1.0, 0.2, 1.9, 14, -3, -4, 4, 5, 2.6, 3
- Cc1cc(C(=O)O)cc(S(=O)(=O)Nc2ccccc2C(=O)NC2CC2)c1C
    ·, -0.8, ·, 1.8, 6, 0, 7, 17, 5, ·, -13
- COc1ccc(-c2csc(C3=C(O)CN(C(C)C)C3=N)n2)cc1OC
    2, -0.8, -0.6, 5.2, 16, 8, 3, 8, 4, 1.2, 17
- CCOc1ccc(NC(=O)c2ccc(-n3cccn3)nc2)cc1
    -37, -1.8, 1.5, 4.5, 4, -2, -8, 32, 10, 3.1, -8
- Cc1ccc(NC(=O)NNC(=O)c2cccs2)cc1
    243, -2.9, -1.5, 0.7, 0, -3, -9, 27, 15, 0.5, 3
- Cc1ccc(C(C(=O)NC(C)(C)C)N(Cc2cccs2)C(=O)c2csnn2)cc1 (stereo not given)
    -10, -1.3, -1.0, 1.6, -11, 4, 7, -8, 8, -0.8, 4
- Cc1ccc(OCC(=O)Nc2ccc(C)c(F)c2)c([N+](=O)[O-])n1
    ·, -3.0, ·, 3.8, 17, 4, -14, ·, 15, ·, -1
- CN1C(=O)C(C)(C)c2cc(S(=O)(=O)NCC3CCC(C(=O)NC4CCCCC4)CC3)ccc21 (stereo not given)
    -3, 1.3, 0.6, 2.4, -3, -1, 13, -11, -7, 0.1, -3
- CCCOc1ccc(N2C(=O)CC(N(CCc3ccc(OC)c(OC)c3)C(=O)c3ccccc3)C2=O)cc1 (stereo not given)
    -12, -2.3, 0.6, 0.8, -16, -15, 4, 5, 12, 2.0, -2
- COCCNC(C(=O)Nc1ccc(C)cc1[N+](=O)[O-])c1ccccc1 (stereo not given)
    33, -1.9, -1.4, 3.6, 4, -8, -6, 3, 9, -1.9, 5
